CHT PAM: allosterically activates the human high affinity choline transporter. Q9GZV3. CHT-expressing cells, membrane potential dye, choline EC20; hits give high values; LV-AA mutant CHT in HEK293 cells. B-score at 10 µM. 310,000 tested, 0.49% active. AID 488977;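 active = initial fluorescence not abnormally high and integrated response B-score, plate-corrected, over 3 SD above library mean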
Target sequence (Q9GZV3 whole entry, looked up): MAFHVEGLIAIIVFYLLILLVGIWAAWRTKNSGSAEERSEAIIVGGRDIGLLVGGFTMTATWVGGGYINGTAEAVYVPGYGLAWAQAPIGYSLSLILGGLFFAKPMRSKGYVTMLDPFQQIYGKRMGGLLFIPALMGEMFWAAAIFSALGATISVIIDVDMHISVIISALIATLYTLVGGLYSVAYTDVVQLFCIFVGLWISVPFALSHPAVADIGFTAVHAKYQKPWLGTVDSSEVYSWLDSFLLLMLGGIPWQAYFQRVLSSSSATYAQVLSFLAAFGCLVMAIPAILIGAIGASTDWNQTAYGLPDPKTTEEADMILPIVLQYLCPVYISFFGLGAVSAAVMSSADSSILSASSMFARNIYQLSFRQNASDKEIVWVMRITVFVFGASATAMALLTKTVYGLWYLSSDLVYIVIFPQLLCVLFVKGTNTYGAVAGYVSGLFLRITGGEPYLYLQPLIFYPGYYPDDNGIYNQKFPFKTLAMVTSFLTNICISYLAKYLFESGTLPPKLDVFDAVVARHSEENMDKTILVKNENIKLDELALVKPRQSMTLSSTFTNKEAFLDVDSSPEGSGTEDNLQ
OX1R antag-1: human HCRTR1 antagonism | O43613 | CHO/OX1R cells, Fluo-8 calcium fluorescence, orexin A | inhibition, % at 5 µM | 330,000 tested, 0.43% active | AID 434989;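 active = inhibition above its plate's threshold, mean inhibition of all tested compounds on the plate plus 3 SD, cut at about 37% in these data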;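 note: 0% = orexin A challenge wells and 100% = SB-334867-A antagonist wells; not every result past the cut was called active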
Target sequence (O43613 whole entry, looked up): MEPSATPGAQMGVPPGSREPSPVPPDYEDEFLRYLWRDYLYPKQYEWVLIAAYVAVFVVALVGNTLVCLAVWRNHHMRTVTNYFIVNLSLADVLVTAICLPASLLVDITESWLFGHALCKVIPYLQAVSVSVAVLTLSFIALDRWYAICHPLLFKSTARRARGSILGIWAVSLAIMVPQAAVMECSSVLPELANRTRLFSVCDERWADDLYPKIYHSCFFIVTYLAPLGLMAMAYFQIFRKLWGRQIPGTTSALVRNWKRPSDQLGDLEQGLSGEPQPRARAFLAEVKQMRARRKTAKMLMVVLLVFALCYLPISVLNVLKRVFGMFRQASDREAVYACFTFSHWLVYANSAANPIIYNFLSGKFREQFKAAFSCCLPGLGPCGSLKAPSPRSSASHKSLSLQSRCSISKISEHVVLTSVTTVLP
OX1R antag-2: antagonists of human orexin 1 receptor (OX1R). O43613. AID 485270. inhibition, % at 6.6 µM. OX1R-expressing cells, FRET antagonist read-out. 330,000 tested, 1.8% active; in the data active = inhibition mostly above about 38%, no sharp cut-off; inactive = mostly below about 40%;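 note: 0% = agonist challenge alone and 100% = reference antagonist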
The depositor's hits bear a star; i = inactive; · = no result given.

SMILES | OX1R antag-2 | OX1R antag-1 | CHT PAM
O=C(CNS(=O)(=O)c1ccccc1)N1CCCC1 | 17 | -1 | i
Cc1ccc(CNC(=O)CCn2ccc3cc(S(=O)(=O)N4CCCC4)ccc32)cc1 | 3 | -27 | i
CC(=O)OC(C(=O)NC1CCCCC1)c1ccc(Cl)c(Cl)c1 (centres undefined) | 6 | 5 | i
C/C=C/COc1nc2c(c(=O)n(C)c(=O)n2C)n1C | 16 | 3 | i
COc1cc(/C=N/NC(=O)c2cccc(NC(=O)c3ccccc3Cl)c2)ccc1O | 23 | -5 | i
O=C(CCC(=O)OCC(=O)c1ccc(F)cc1)NC1CCCCC1 | 25 | -20 | i
O=C(CCSCCc1ccccn1)Nc1ccc(Br)cn1 | 13 | -18 | i
N#Cc1c(N(CCO)CCO)nc(N)c2c(N)nc3c(c12)CC(=O)N3Cc1cccs1 | 24 | 4 | i
CC(C)CNC(=S)N1CCN(c2nc(-c3ccc(Cl)cc3)cs2)CC1 | 34 | -1 | i
Cc1cc(C)c2sc(NNC(=O)C3COc4ccccc4O3)nc2c1 (centres undefined) | 23 | -22 | i
COc1ccc(OC)c(NC(=O)c2ccc(NC(C)=O)cc2)c1 | 1 | -23 | i
COc1cccc(NC(=O)CSc2nnc(Cn3c(=O)sc4ccccc43)n2C)c1 | 7 | -25 | i
CN(C(=O)CSc1nc(N)nn1-c1ccccc1)c1ccccc1 | 1 | -4 | i
CCOC(=O)C(=O)Nc1ccccc1C(=O)NCc1ccccc1 | 1 | 8 | i
Cn1c(=O)cc(OCC(=O)NCc2cccnc2)c2ccccc21 | 5 | 9 | i
CC(=O)C[C@H]1c2cc(C(F)(F)F)ccc2S(=O)(=O)N1C1CCCCC1 | 9 | -34 | i
O=c1c2ccc(Cl)cc2nc(-c2cccc(C(F)(F)F)c2)n1O | 27 | 5 | i
Cc1ccc(S(=O)(=O)N(C)C)cc1NC(=O)COC(=O)CNC(=O)c1cccs1 | 4 | 3 | i
CCOC(=O)c1ccc(NC(=O)CSc2nc(N)c(NC(=O)c3ccc(Br)o3)c(=O)[nH]2)cc1 | 22 | -8 | i
O=C(CSc1nnc(-c2ccccc2)o1)Oc1ccc(Br)cc1 | 15 | -10 | i
CCCNC(=O)c1ccc2c(=O)n(Cc3ccco3)c(=S)[nH]c2c1 | 21 | 5 | i
CCOc1ccc(-c2noc(CCCC(N)=O)n2)cc1OC | 5 | 6 | i
O=S(=O)(NCCc1csc(-c2ccccc2)n1)c1ccc2c(c1)OCCO2 | 83* | 13 | i
CC1(C)C2([N+](=O)[O-])CN3CC1([N+](=O)[O-])CN(C2)C3C(O)C(O)C(O)CO (centres undefined) | -6 | -2 | i
O=C(NNC1=Nc2ccccc2SC1)c1ccc(F)cc1 | -1 | -1 | i
CCOC(=O)c1c(CN2CCOCC2)n(-c2ccccc2)c2ccc(O)cc12 | 0 | -24 | i
CC(OC(=O)c1cc2sccc2n1C)C(=O)NCC1CCCO1 (centres undefined) | 8 | -28 | i
O=[N+]([O-])c1ccccc1S(=O)(=O)c1ccccc1 | 15 | -17 | i
O=c1ccc(/C=C/c2ccccc2)nn1Cc1ccc(Cl)cc1Cl | 8 | -16 | i
COc1cccc(C(O)c2nc3ccccc3n2C(C)C)c1 (centres undefined) | 15 | -7 | i
CCOCCCNC(=O)c1ccc2c(c1)OCO2 | 5 | -6 | i
Cc1cccc(N2C(=O)C(Cc3ccccc3)NC2=S)c1 (centres undefined) | 10 | 6 | i
Cn1cnnc1SC(C(=O)Nc1cc(Cl)cc(Cl)c1)c1ccccc1 (centres undefined) | 19 | -18 | i
COc1cccc(CNC(=O)CCC2CCCN(C(=O)CCc3c(C)noc3C)C2)c1 (centres undefined) | 7 | -20 | i
Cc1cn(-c2cccnc2)c(C)c1CNC[C@H]1O[C@@H](n2cnc3c(N)ncnc32)[C@H](O)[C@@H]1O | -4 | 17 | ·
Cc1nnc(Sc2nc3c(c(=O)n(C)c(=O)n3C)n2Cc2ccc(Cl)cc2)s1 | 22 | -18 | i
COc1ccc(C2(O)CN(c3ccc(C)cc3)C3=[N+]2CCCC3)cc1 (centres undefined) | 21 | -4 | i
CCOC(=O)c1sc2nc(NC(=O)C3CC3)sc2c1C | -3 | -18 | i
CCNS(=O)(=O)c1ccc(OCCNS(C)(=O)=O)cc1 | 6 | -2 | i
COCc1c(C(=O)N/N=C(/C)c2ccccc2)nnn1-c1nonc1N | 14 | -9 | i
CCCc1cc(=O)[nH]c(Nc2cc(OC)ccc2OC)n1 | 34 | -13 | i
CC(C)c1nc(SCC(=O)c2ccccc2)c2c(=O)n(C)c(=O)n(C)c2n1 | 9 | -29 | i
CCN(CC)C(=O)CSc1nnc(-c2ccco2)n1Cc1ccco1 | 15 | -18 | i
NNC(=O)CSc1nc(-c2ccccc2)cn1-c1ccccc1 | 39 | -31 | i
CC1CCC(C#N)(N(C)C(=O)CSc2nnc(C3CC3)n2C2CC2)CC1 (centres undefined) | -2 | 1 | ·
Cc1[nH]n(-c2ccccc2)c(=O)c1/C=N/N(c1ccccc1)c1ccccc1 | 20 | -23 | i
COc1cc(CN2CCC(Cc3ccccc3)CC2)cc([N+](=O)[O-])c1O | 21 | -20 | i
CCOc1ccccc1Nc1cc(C)nc2nnnn12 | 17 | -5 | i
Cc1cccn2c(NCc3ccc4c(c3)OCO4)c(-c3ccc(O)cc3)nc12 | 17 | -6 | i
CCOc1ccc(CNC(=O)C2CCN(S(=O)(=O)CC)CC2)cc1OC | -1 | -8 | i
CCOc1ccccc1C(=O)NCC(=O)N(C)Cc1cccnc1 | 8 | -17 | i
CCCNC(=O)C1CCN(S(=O)(=O)c2ccc(-c3nn[nH]n3)cc2)CC1 | 3 | -6 | i
CCC(=O)Nc1c(-c2ccc3ccccc3c2)nc2ccccn12 | 19 | -21 | i
CCC(C)(C)c1ccc(OCCCC[n+]2ccc(C)cc2)c(C(C)(C)CC)c1 | 20 | 27 | i
CCn1c(SCC(=O)Nc2ccccc2)nc2c1c(=O)n(C)c(=O)n2C | 6 | -28 | i
COc1ccc(C(=O)COC(=O)c2ccc(-n3cnnn3)cc2)c(OC)c1 | 11 | -17 | i
CCN(CC)CC(O)COc1ccccc1C(=O)CCc1ccccc1 (centres undefined) | -2 | -21 | i
O=S(=O)(NCCCN1CCOCC1)c1ccc(F)c(Cl)c1 | 8 | -18 | ·
CC(=O)Nc1nonc1-c1nc2ccccc2n1Cc1ccccc1 | 16 | -22 | i
COc1cc(Cc2nccc3cc(OC)c(OC)cc23)c(NC(C)=O)cc1OC | 11 | -2 | i

Three entries from above, arranged by the number in OX1R antag-2, rising:
SMILES | OX1R antag-2 | OX1R antag-1
CCOc1ccc(-c2noc(CCCC(N)=O)n2)cc1OC | 5 | 6
CC(=O)Nc1nonc1-c1nc2ccccc2n1Cc1ccccc1 | 16 | -22
CCC(=O)Nc1c(-c2ccc3ccccc3c2)nc2ccccn12 | 19 | -21

Next records
SMILES | OX1R antag-2 | OX1R antag-1 | CHT PAM
CC(C)(C)Nc1nc(N2CCCC2)nc(N2CCCC2)n1 | 14 | -17 | i
Cc1ccc2c(c1)c(-c1ccccc1)nc1nncn12 | 16 | -18 | i
COC(=O)c1ccsc1NC(=O)CSc1nnnn1Cc1ccccc1 | 23 | -9 | i
CC(C)(C)[C@H]1CCC(=O)N([C@H](CN=[N+]=[N-])Cc2ccccc2)CC1 | 25 | -55 | i
O=S(=O)(/N=C(\c1ccc(Cl)cc1)N1CCOCC1)c1ccccc1 | 4 | -12 | i
O=c1cc(O)c(-c2ccc(Cl)c(Cl)c2)c(Cl)[nH]1 | 18 | -7 | i
COc1cccc(NC(=O)CN(C)C(C)C(=O)Nc2ccc(S(=O)(=O)N3CCCC3)cc2)c1 (centres undefined) | 14 | -27 | i
COc1cc(C#N)ccc1OCC(=O)NCCC1=CCCCC1 | 7 | -9 | ·
N#Cc1ccccc1NC(=O)c1cccc(COc2ccc(Cl)cc2Cl)c1 | 18 | -13 | i
CC(=O)Nc1ccc(N2C(=O)CSC2c2ccc(F)cc2)cc1 (centres undefined) | 19 | 1 | i
COc1ccc(-c2nn3c(-c4ccccc4)nnc3s2)cc1OC | 35 | -6 | i
O=[N+]([O-])c1ccc(CNCc2cc(Cl)ccc2O)cc1 | 3 | -8 | i
CC(C(=O)NC1CC1)c1ncc(C(F)(F)F)cc1Cl (centres undefined) | 10 | -9 | i
CC(c1ccon1)N(C)C(=O)CCc1nnc(C2(c3ccc(Cl)cc3)CCC2)o1 (centres undefined) | 0 | -23 | i
Cc1cccc(OCC(=O)Nc2ccc(N3CCCC3)cc2)c1C | 11 | -4 | i
CCCN(CCC)CCNC(=O)C1CC(=O)N(c2ccc(OC)cc2)C1c1ccc(OC)cc1 (centres undefined) | 23 | -31 | i
O=S(=O)(/N=C(/Nc1cccc2ccccc12)c1ccccc1)c1ccc(Br)cc1 | 9 | -20 | i
COc1ccccc1N(C(=O)CNC(=O)c1ccco1)C(C(=O)NC1CCCCC1)c1ccncc1 (centres undefined) | 12 | -16 | i
CCOC(=O)CC(NS(=O)(=O)c1ccc(OC)c(OC)c1)c1cccc([N+](=O)[O-])c1 (centres undefined) | 35 | -7 | i
O=C1CCN=C(Nc2ccc(F)cc2)N1Cc1ccccc1 | 9 | -17 | i
CC(C)c1ccc(C(=O)NCCCN2CCN(CCCNC(=O)c3ccc(C(C)C)cc3)CC2)cc1 | 7 | -23 | i
COc1cccc(CNCc2ccccc2Br)c1OC | -6 | -33 | i
CCc1ccc(S(=O)(=O)N2CCN(C(=O)c3cccnc3)CC2)cc1 | 1 | -32 | i
COc1cc(/C=N/Nc2nncn2/N=C/c2ccc(O)c(OC)c2)ccc1O | 68* | -15 | i
C=CCC(NC(C)c1ccccc1)c1ccco1 (centres undefined) | -4 | -5 | i
COc1ccccc1CN1CC(C(=O)N2CCC(C(=O)c3ccccc3)CC2)CCC1=O (centres undefined) | 21 | -8 | i
O=C(c1nc2ccccn2c1CNCC1OCCc2ccccc21)N1CCOCC1 (centres undefined) | 12 | -28 | i
Cc1ccc(C(C(=O)NC2CCCC2)N(C(=O)Cc2cccs2)c2ccc3c(c2)OCCO3)cc1 (centres undefined) | 14 | -19 | i
O=C(CN1C(=O)c2cccc3cccc(c23)C1=O)N1CCN(Cc2ccc3c(c2)OCO3)CC1 | 28 | -13 | i
CCN(C(=O)CCS(=O)(=O)c1ccc(Br)cc1)c1ccc2c(c1)OCO2 | 13 | -19 | i
COc1ccc(-n2c(SCCC(=O)O)nnc2-c2ccncc2)cc1 | 14 | -7 | i
CCOc1ccc(N2C(=O)CC(n3nc(C)cc3C)C2=O)cc1 (centres undefined) | 9 | -19 | i
CC(=O)c1ccccc1OCCOc1ccccc1C(C)=O | 13 | -25 | i
CC(Sc1nnc(Cn2c(=O)sc3ccccc32)n1C)c1ccccc1 (centres undefined) | 11 | -6 | i
O=C(Nc1ccccc1C(=O)NCc1ccccc1)c1ccccc1Br | 2 | -11 | i
Cc1ccc2c(=O)n3c(nc2c1)C(CC(C)C)NC(=O)c1ccc(Cl)cc1-3 (centres undefined) | 6 | -14 | ·
COc1ccc(F)c(CN2CCCC(CNS(=O)(=O)c3cccc4cccnc34)C2)c1 (centres undefined) | 14 | -5 | i
Cc1[nH]c2ccccc2c1C(=O)C(=O)Nc1ccc2c(c1)OCCO2 | 10 | -4 | i
O=C1c2ccccc2N2C(=O)c3ccccc3[C@H]2N1c1ccccc1 | 17 | -20 | i
CSc1cccc(NC(=O)C2CCN(S(=O)(=O)c3cnc[nH]3)CC2)c1 | -5 | -6 | i
O=C(O)CC(NC(=O)C12CC3CC(CC(C3)C1)C2)c1cccc([N+](=O)[O-])c1 (centres undefined) | 13 | -16 | i
CC1Cc2ccccc2N1C(=O)Cn1c(=O)oc2cc(S(=O)(=O)NC3CCCC3)ccc21 (centres undefined) | 9 | -14 | i
O=S(=O)(/N=C(/Nc1cccnc1Cl)c1ccccc1)c1ccccc1 | 15 | 2 | ·
CCOc1cc(S(=O)(=O)N2CCN(c3ccc(F)cc3)CC2)c(OCC)cc1-n1cnnn1 | 7 | -22 | i
O=C(O)C1=C[C@H](c2ccc(C(F)(F)F)cc2)C[C@H](OCc2ccc(CO)cc2)O1 | 22 | -18 | i
CN(CC(=O)NC1CCCCCCC1)S(=O)(=O)c1cccc2cccnc12 | 20 | -32 | i
CC(C)N1CCN(Cc2ccc(-c3ccccc3)cc2)CC1CCO (centres undefined) | -1 | -31 | i
CC(C)CC1=NN(C(=O)c2ccncc2)C(O)(C(F)(F)F)C1 (centres undefined) | 6 | -5 | i

Some of the entries so far, as labelled records.
Cn1cnnc1SC(C(=O)Nc1cc(Cl)cc(Cl)c1)c1ccccc1 (centres undefined)
  OX1R antag-2 = 19
  OX1R antag-1 = -18
  CHT PAM = i

COc1cccc(CNC(=O)CCC2CCCN(C(=O)CCc3c(C)noc3C)C2)c1 (centres undefined)
  OX1R antag-2 = 7
  OX1R antag-1 = -20
  CHT PAM = i

Cc1cn(-c2cccnc2)c(C)c1CNC[C@H]1O[C@@H](n2cnc3c(N)ncnc32)[C@H](O)[C@@H]1O
  OX1R antag-2 = -4
  OX1R antag-1 = 17
  CHT PAM = ·

Cc1nnc(Sc2nc3c(c(=O)n(C)c(=O)n3C)n2Cc2ccc(Cl)cc2)s1
  OX1R antag-2 = 22
  OX1R antag-1 = -18
  CHT PAM = i
